Screening data from PubChem.
NR2E3 ag-1 = NR2E3 agonists in two-hybrid cells, primary screen, cell-based, luminescence, CHO-S, Gal4-NCOR/VP16-NR2E3; Photoreceptor-specific nuclear receptor (Homo sapiens), Q9Y5X4; luciferase; inhibition of corepressor binding, % at 3.98 µM; actives 0.35% (n = 360,000); AID 602229, 2012;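 active = inhibition above the mean of all tested compounds plus 3 SD, cut at about 70% in these data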;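 also: 0% = DMSO with NR2E3 transfected cells and 100% = cells lacking NR2E3 construct; higher means lower luciferase signal from less NR2E3 corepressor binding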
Target sequence (Q9Y5X4 whole entry, looked up, the tested form may be a part): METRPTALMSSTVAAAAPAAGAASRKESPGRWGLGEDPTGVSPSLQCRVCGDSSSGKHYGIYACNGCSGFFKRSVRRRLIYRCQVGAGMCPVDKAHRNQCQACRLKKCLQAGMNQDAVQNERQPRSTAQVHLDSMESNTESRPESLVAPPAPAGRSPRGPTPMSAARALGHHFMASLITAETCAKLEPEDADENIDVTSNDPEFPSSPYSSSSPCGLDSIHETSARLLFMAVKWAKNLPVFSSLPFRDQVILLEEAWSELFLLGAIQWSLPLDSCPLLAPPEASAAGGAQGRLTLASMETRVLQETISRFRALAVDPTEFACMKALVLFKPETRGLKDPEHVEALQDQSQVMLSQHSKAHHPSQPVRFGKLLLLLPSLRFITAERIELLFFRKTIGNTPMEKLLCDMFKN
MITF TRPM1 inh = inhibitors of MITF-dependent TRPM1 promoter reporter, primary screen, cell-based, SK-MEL-5, single point, luciferase; SK-MEL-5 TRPM1 promoter luciferase, 24 h; actives 0.83% (n = 330,000); inhibition, % at 12.5 µM; AID 488899, 2010;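 active = mean inhibition across replicates of 60% or more, whatever share of single replicates reaches that level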; also: values of inactives mirror those of a sister screen read the other way
KKLEB cytotox = cytotoxicity in KKLEB CF airway cells, primary screen, cytotoxicity control for CF NF-kB inhibitor project, cell-based, uHTS, fluorescence assay plates. KKLEB CF airway cells viability, ATPlite luminescence, overnight; stronger effect = lower value; cells stimulated with P. aeruginosa culture filtrate. activity change (cytotoxicity), % at 5 µM. actives 0.36% (n = 360,000). AID 602141, 2011;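 active = corrected activity change at or below -50% at 5 µM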
aDG glyco up = activators of alpha-DG glycosylation, primary screen, uHTS, Pro5-aDG cells, AlphaScreen. alpha-DG glycosylation AlphaScreen (IIH6); 0% Pro5, 100% B10-LARGE cell signal. activation, % at 10 µM. actives 0.22% (n = 360,000). AID 624168, 2012;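 active = activation of at least 8% versus controls, or a plate z-score of at least 8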;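 also: Pro5 are CHO cells carrying HIG-tagged alpha-DG that lacks glycosylation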
HIF-2a inh = HIF-2a reporter inhibitors, primary screen, luminescence, 786-0 RCC cells; actives 0.72% (n = 360,000); inhibition, % at 18.8 µM; 786-0 RCC cells HIF-2a reporter, luciferase luminescence, overnight;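 active = inhibition of the luminescence signal of 40% or more relative to plate controls, in a single-dose primary screen at 18.75 µM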
CF NFkB block = inhibitors of PAF-induced NF-kB signaling, primary screen, cell-based, GFP fluorescence, uHTS. AID 588850, 2011. KKLEB NF-kB-GFP reporter, GFP fluorescence overnight. actives 0.86% (n = 360,000). inhibition, % at 5 µM;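 active = at least 50% inhibition at 5 µM, scaled per plate between neutral and stimulator controls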;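 also: PAF is a Pseudomonas aeruginosa culture filtrate used as stimulus; plate controls were PAF-stimulated DMSO wells for no effect and unstimulated DMSO wells for full effect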
iPSC survival up = enhancers of single-cell hiPSC survival, primary screen, ATPlite luminescence | 100% = ROCK inhibitor wells, 0% = DMSO | survival enhancement, % at 20 µM | actives 0.044% (n = 360,000) | AID 602274, 2012; in the data active = survival enhancement above about 18%;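 also: cells exposed to compounds for 16 hours before the ATP read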
Peg3 prom inh = Peg3 promoter-driven luciferase inhibitors, primary screen, cell-based, HeLa, luciferase luminescence; HeLa PEG-Prom luciferase reporter, overnight; inhibition, % at 20 µM; actives 1.7% (n = 360,000); AID 588405, 2011;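 active = inhibition of at least 50% at 20 µM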
NR2E3 ag-2 = inhibitors of NR2E3-RetCOR corepressor binding, primary screen, NR2E3 agonist project, biochemical, TR-FRET, GST-NR2E3, biotin-RetCOR; Photoreceptor-specific nuclear receptor (Homo sapiens), Q9Y5X4; 1536-well; inhibition of corepressor binding, % at 4.78 µM; actives 0.12% (n = 320,000); AID 2300, 2010;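 active = percent inhibition above the cutoff of mean plus 3 SD of all tested compounds, set per screening campaign, cut at about 20% in these data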;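 also: 0% = DMSO wells and 100% = biotin wells as full block of FRET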
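Format: 1536-well format; test system: GST-NR2E3 and biotin-RetCOR proteins; read-out basis: percent inhibition of TR-FRET ratio; timing: 5 h incubation at 4 °C; detection: time-resolved FRET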
Shn3 inh set2 = reduction of Shn3 3'UTR firefly luciferase signal, primary screen, Schnurri-3 inhibitor project, cell-based, Clone20 osteoblasts, set 2 | Clone20 osteoblast Shn3 3'UTR firefly luciferase, 24 h | inhibition, % at 12.5 µM | actives 0.52% (n = 360,000);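 active = mean inhibition of at least 75% with every replicate also reaching 75%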;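 also: 0% = median of neutral control wells and 100% = pilot-screen positive control compound; some compounds past the cut are filed as inactive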
TWEAK Fn14 block = inhibitors of TWEAK-Fn14 signaling, primary screen, luciferase reporter cells, uHTS; AID 1159606, 2016; inhibition, % at 10 µM; TWEAK-stimulated Fn14 reporter cells, luciferase luminescence, 8 h; actives 2% (n = 360,000); in the data active = inhibition above about 50%
* = called active by the depositor; . = not tested or not shown.

The first 9 compounds, ahead of the listing:
SMILES	NR2E3 ag-1	MITF TRPM1 inh	KKLEB cytotox	aDG glyco up	HIF-2a inh	CF NFkB block	iPSC survival up	Peg3 prom inh	NR2E3 ag-2	Shn3 inh set2	TWEAK Fn14 block
CC(=O)NC1CCCN(O)C(=O)/C=C(\C)CCOC(=O)C(NC(C)=O)CCCN(O)C(=O)/C=C(\C)CCOC(=O)C(NC(C)=O)CCCN(O)C(=O)/C=C(\C)CCOC1=O (centres undefined)	-2	.	-19	-0.3	13	19	-1.0	-5	3	58	-5
CCC[C@H]1CN(c2ccc(Br)cc2)C(=O)[C@@H]1CC(=O)NC	-4	.	-4	-0.1	-6	1	-2.2	-1	.	-4	-6
Cc1ccc(-c2nnc(CN3CCN(C)CC3)o2)cc1	-26	7	7	0.0	-17	-3	-0.5	0	-3	-7	8
Cc1cc(=O)[nH]c(SCC(=O)Nc2ccc(N3CCCCC3)cc2)n1	9	-8	-5	0.2	1	-1	-0.4	-5	.	2	4
COc1ccc(-c2noc(C3CCCN(S(=O)(=O)c4cccc(Cl)c4C)C3)n2)cc1OC (centres undefined)	-3	-7	6	-0.2	18	-3	-0.7	15	0	2	22
Cc1ccc(NC(=O)Cn2c(=O)oc3ccccc32)cc1C	-3	1	3	-0.1	-10	-11	-0.4	3	1	-5	18
Cc1ccc(CC(=O)N(Cc2ccccc2)c2ccccn2)cc1	1	5	9	0.9	17	-1	-2.2	7	0	3	13
CCOC(=O)C1=C(C)N(CCCC(=O)O)C(=O)NC1C(CC)CC (centres undefined)	-42	10	14	-0.4	13	-5	-1.1	0	-4	6	1
CCOC(=O)c1ccc(NC(=O)c2cc3ccccc3o2)cc1	-129	-112	-20	0.3	-155	2	1.9	-230	3	-40	26

All compounds of this part, from the start:
SMILES	NR2E3 ag-1	MITF TRPM1 inh	KKLEB cytotox	aDG glyco up	HIF-2a inh	CF NFkB block	iPSC survival up	Peg3 prom inh	NR2E3 ag-2	Shn3 inh set2	TWEAK Fn14 block
CC(=O)NC1CCCN(O)C(=O)/C=C(\C)CCOC(=O)C(NC(C)=O)CCCN(O)C(=O)/C=C(\C)CCOC(=O)C(NC(C)=O)CCCN(O)C(=O)/C=C(\C)CCOC1=O (centres undefined)	-2	.	-19	-0.3	13	19	-1.0	-5	3	58	-5
CCC[C@H]1CN(c2ccc(Br)cc2)C(=O)[C@@H]1CC(=O)NC	-4	.	-4	-0.1	-6	1	-2.2	-1	.	-4	-6
Cc1ccc(-c2nnc(CN3CCN(C)CC3)o2)cc1	-26	7	7	0.0	-17	-3	-0.5	0	-3	-7	8
Cc1cc(=O)[nH]c(SCC(=O)Nc2ccc(N3CCCCC3)cc2)n1	9	-8	-5	0.2	1	-1	-0.4	-5	.	2	4
COc1ccc(-c2noc(C3CCCN(S(=O)(=O)c4cccc(Cl)c4C)C3)n2)cc1OC (centres undefined)	-3	-7	6	-0.2	18	-3	-0.7	15	0	2	22
Cc1ccc(NC(=O)Cn2c(=O)oc3ccccc32)cc1C	-3	1	3	-0.1	-10	-11	-0.4	3	1	-5	18
Cc1ccc(CC(=O)N(Cc2ccccc2)c2ccccn2)cc1	1	5	9	0.9	17	-1	-2.2	7	0	3	13
CCOC(=O)C1=C(C)N(CCCC(=O)O)C(=O)NC1C(CC)CC (centres undefined)	-42	10	14	-0.4	13	-5	-1.1	0	-4	6	1
CCOC(=O)c1ccc(NC(=O)c2cc3ccccc3o2)cc1	-129	-112	-20	0.3	-155	2	1.9	-230	3	-40	26
CCN1CCN(CCCNC(=O)c2ccc(/C=C3/Sc4ccccc4N(Cc4ccccc4F)C3=O)cc2)CC1	33	42	-12	0.9	91*	23	-0.2	59*	2	-22	7
Cc1ccc2c(c1)c(=O)c1c3n2CCN(C(=O)CCl)C3CC1 (centres undefined)	-50	38	3	0.0	10	-5	-0.6	4	3	-8	-6
CCCCC(=O)NC(=S)Nc1cc(C(=O)O)ccc1Cl	9	-4	1	-0.3	14	-11	2.2	1	2	-20	-5
OC[C@@H]1CN(Cc2ccc3c(c2)OCO3)C[C@H](n2cnc3c(N4CCN(c5ccccc5)CC4)ncnc32)O1	30	.	5	0.1	1	16	-1.3	12	.	5	10
Cc1cc(C)nc(SCc2nnc(SCC(=O)Nc3nc(-c4ccccc4)cs3)n2C)n1	-15	0	8	0.0	-35	-13	3.3	-19	-1	-4	17
O=C(CN1N=C(c2ccccc2)CCC1=O)NCc1cccs1	6	3	14	-0.1	-1	-3	0.0	7	-1	-2	-1
CC(C)C[C@@H](CN1CCC[C@@H]1CN1C(=S)NC[C@@H]1Cc1ccccc1)N1C[C@H](Cc2ccc(O)cc2)N(CC2CCCCC2)C1=S	16	.	-10	0.2	-1	23	-0.6	-12	.	-64	-7
CCOc1ncccc1C(=O)OCC(=O)Nc1ccc2c(c1)OCO2	-9	0	-5	0.3	9	-8	3.7	3	-1	-6	0
CCn1c(Cc2ccccc2)nnc1SCC(=O)Nc1nc(C)cs1	18	-7	12	-0.3	13	1	-1.1	0	-2	7	-1
O=C(c1ccc2c(c1)OCCO2)N(c1ccccn1)C1CCCCC1	7	5	22	0.3	18	-13	2.0	14	-4	15	1
CCOc1cc(C)nc(Oc2ccc(=O)[nH]n2)n1	9	5	-8	-0.3	4	-6	0.4	11	1	9	-3
CCOC(=O)c1sc(NC(=O)CSc2nnc(-c3ccco3)n2CC)c(C(=O)OCC)c1C	0	-13	1	0.0	-34	-7	2.1	-42	-1	3	8
O=C(Cc1ccccc1)NCC(=O)OCC(=O)c1ccc(Cl)cc1	-20	7	-5	0.3	7	0	-0.3	4	0	-12	13
COc1cc(C(=O)NC2CCCCCCC2)cc(OC)c1OC	3	13	-6	0.0	11	9	0.3	2	5	-16	4
COc1cccc(-c2nc(-c3ccccc3)c3ccc(Cl)cc3n2)c1	-3	.	.	3.7	-1	.	-0.7	.	.	.	3
CS(=O)(=O)c1ncc(Cl)c(C(=O)Nc2ccc3ccccc3c2)n1	20	104*	-100*	-0.7	95*	89*	-3.9	106*	.	96*	82*
CCC(=O)Nc1nc(C)c(C(=O)Nc2cccc(Cl)c2)s1	-3	-5	-12	0.2	-30	5	-0.1	-29	-1	-9	48
O=C1OC(c2ccccc2)Sc2ccccc21 (centres undefined)	7	5	-7	0.1	-1	-20	1.9	3	.	1	-4
CC(=O)N1CCN(c2ccc(NC(=O)c3ccc4c(c3)OCO4)cc2)CC1	6	7	-23	0.1	19	-1	4.1	-53	0	18	-25
CC(C)[C@H](NS(=O)(=O)c1ccc(Cl)cc1)C(=O)OCC(=O)NCCN1C(=O)CSC1=O	3	6	-1	-0.2	13	14	-0.6	6	-1	-4	0
COc1ccccc1/C=C/C(=O)NC(=S)NC(C)C	-15	1	-29	0.1	-37	8	2.5	-35	-2	-10	2
COc1ccc([N+](=O)[O-])cc1NCc1cccnc1	-8	-7	-21	-0.2	-4	17	1.0	10	-1	14	-14
COc1cc(NC(=O)N2CCc3nc(NCc4cccc(Oc5ccccc5)c4)ncc3C2)cc(OC)c1OC	-21	.	-34	2.4	12	23	0.5	30	.	43	49
CCOC(=O)C1=C(C)N(C)C(=O)NC1c1cc2c(cc1Br)OCO2 (centres undefined)	-32	6	12	0.2	14	-4	1.1	7	-1	5	6
COc1cc(C2C(C#N)=C(N)Oc3cc(O)ccc32)cc(OC)c1OC (centres undefined)	9	9	-22	-0.2	-26	1	-1.2	10	3	12	-3
COc1ccc2c(C)c(CC(=O)N3CCN(C(=O)C4COc5ccccc5O4)CC3)c(=O)oc2c1C (centres undefined)	10	-11	-9	-0.3	1	-8	0.5	14	0	8	-22
Cc1cccc(Cc2cnc(N3C(=N)SC(c4ccccc4)C3=O)s2)c1 (centres undefined)	-14	3	-8	0.0	26	15	-0.3	16	-1	6	-2
O=c1[nH]cnc2sc3c(c12)CCN(Cc1ccccc1)C3	-9	5	-24	-0.1	11	37	0.2	-6	7	2	13
O=C(OC(C(=O)O)C(OC(=O)c1ccccc1)C(=O)NCc1ccccc1)c1ccccc1 (centres undefined)	-6	2	4	-0.1	9	-2	1.4	11	-1	9	3
CC(=O)O[C@H]1C[C@@H]2CC[C@@H]3[C@H](CC[C@@]4(C)[C@H]3C[C@H]([N+]3(C)CCCCC3)[C@@H]4OC(C)=O)[C@@]2(C)C[C@@H]1[N+]1(C)CCCCC1	6	4	18	-0.2	4	6	-0.2	2	0	-1	-5
Cc1ccccc1CC1(CO)CCCN(Cc2ccn[nH]2)C1 (centres undefined)	8	10	1	0.1	-2	-6	-1.1	8	0	-17	13
O=C(OCC(=O)N1CCOCC1)c1ccc(Cl)nc1	-16	-8	10	-0.1	-5	11	-0.9	-7	-2	-20	9
Cc1cc(NC(=O)CSc2nnnn2C)n(-c2ccccc2)n1	-18	8	2	0.3	8	-4	-0.6	5	1	5	22
CCCCCCCC(=O)NNC(=O)c1ccc(F)cc1	-29	3	12	-0.1	-8	11	1.4	10	3	-8	8
CC(C)(C)OC(=O)C[C@@H]1C/C=C\C[C@@H](CC(=O)N(CCO)Cc2ccccc2)C(=O)N[C@H](C(C)(C)C)COC1=O	-9	-7	12	0.2	14	7	-0.5	2	.	-19	-11
N#CCc1ccccc1C(=O)OCC(=O)N(Cc1ccccc1)Cc1ccccc1	26	1	-16	-0.4	2	16	1.5	21	-1	-3	6
COc1ccc(CN2C(=O)C(C)Nc3ncnc(N4CCN(c5ccccn5)CC4)c32)cc1 (centres undefined)	-15	20	-18	0.2	9	-6	1.7	8	.	-7	3
CC12CCC(C(=O)NCc3ccc(F)cc3)(OC1=O)C2(C)C (centres undefined)	-18	-5	4	-0.2	19	7	2.0	15	-4	10	8
CC1=C(C(N)=O)C(c2sccc2C)n2nnnc2N1 (centres undefined)	6	1	1	0.0	15	-4	-1.7	12	-1	-5	13
